Pol iota inh: qHTS for Inhibitors of Polymerase Iota; Pol iota fluorescent replication assay, 10 min; Potency, µM (top dose mostly 115 µM), inactives show at the highest dose activity, negative = inhibition, usual class: inhibitors; DNA polymerase iota (Homo sapiens), Q9UNA4; 390,000 compounds, 1% hits; also: potency is read from the fitted curve at half-maximal effect
Target sequence (Q9UNA4 whole entry, looked up): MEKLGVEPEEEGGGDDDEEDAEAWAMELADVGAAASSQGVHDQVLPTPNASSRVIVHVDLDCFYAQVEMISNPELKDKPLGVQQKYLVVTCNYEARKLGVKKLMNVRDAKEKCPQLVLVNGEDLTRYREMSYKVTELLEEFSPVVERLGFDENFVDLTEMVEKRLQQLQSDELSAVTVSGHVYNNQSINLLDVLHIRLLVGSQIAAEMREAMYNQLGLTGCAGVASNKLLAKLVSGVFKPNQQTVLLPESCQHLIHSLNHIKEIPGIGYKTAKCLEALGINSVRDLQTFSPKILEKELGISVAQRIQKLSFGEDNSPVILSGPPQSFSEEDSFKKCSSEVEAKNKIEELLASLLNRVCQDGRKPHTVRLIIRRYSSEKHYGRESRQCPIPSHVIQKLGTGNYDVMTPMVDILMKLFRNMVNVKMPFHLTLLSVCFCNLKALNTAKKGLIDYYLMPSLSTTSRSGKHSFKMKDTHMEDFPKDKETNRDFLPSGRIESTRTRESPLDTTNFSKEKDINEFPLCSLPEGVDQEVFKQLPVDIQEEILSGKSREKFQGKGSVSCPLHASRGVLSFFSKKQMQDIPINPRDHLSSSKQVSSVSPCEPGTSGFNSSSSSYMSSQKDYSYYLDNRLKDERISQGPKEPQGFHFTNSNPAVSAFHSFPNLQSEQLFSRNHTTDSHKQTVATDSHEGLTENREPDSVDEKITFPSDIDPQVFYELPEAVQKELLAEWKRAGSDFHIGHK
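Pol iota at 10 nM preincubated 15 min with compounds at room temperature; reaction started with fluorescent substrate, 50 nM final. Fluorescence read kinetically at 0 and 10 min; buffer-only wells as negative control.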
TRHR ag: qHTS for Small Molecule Agonists and Allosteric Enhancers of Human TRH Receptor: Primary Screen for Agonists | TRHR cells, calcium flux fluo-8, FDSS agonist mode | Thyrotropin-releasing hormone receptor (Homo sapiens), P34981 | 360,000 compounds, 0.18% hits | AID 493084, 2011 | activation, % at 2 µM; in the data active = activation above about 30%; also: 0% is about no effect
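Steps: seed TRHR cells overnight; add fluo-8 no-wash Ca dye, RT 30 min–1.5 h; record 10 s baseline; pin-transfer compounds; monitor fluorescence 1 cycle/s for the agonist window. Calcium increases flag candidate agonists.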
BLM inh: qHTS Assay for Inhibitors of Bloom's syndrome helicase (BLM); recombinant BLM DNA unwinding, fluorescence dequenching; Potency, µM (titrated, usually from 56.1 µM), inactives show at the top dose activity change, negative = inhibition, hits mostly inhibitors; 350,000 compounds, 0.2% hits; AID 2528, 2010;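 also: potency is read from the fitted curve at half-maximal effect; plate controls were vehicle for no effect and no enzyme for full effect; nearly all actives have a fitted effect of over 35% in size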
Pol beta inh: qHTS Assay for Inhibitors of DNA Polymerase Beta; Pol beta primer extension/strand displacement, fluorescence kinetic; Potency, µM (doses to about 114 µM), for the others: top-dose activity change, negative = inhibition, usual class: inhibitors; 340,000 compounds, 1.3% hits; also: potency is read from the fitted curve at half-maximal effect; % is scaled to controls: 0 for no effect and ±100 for the full control effect
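Values derive from four-parameter Hill fits of normalized kinetic data: reads at 0 and 10 min following addition of 50 nM substrate to 10 nM Pol beta preincubated 15 min with compound.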
12-LOX inh: Primary qHTS assay for inhibitors of human arachidonate 12S-lipoxygenase (ALOX12): Round 2; purified 12hLO, xylenol orange hydroperoxide absorbance; Potency, µM (series often up to 108 µM), for inactives: at the highest dose activity change, negative = inhibition, most hits filed as inhibitors; 580,000 compounds, 1.1% hits; AID 1671190, 2021; also: potency is read from the fitted curve at half-maximal effect; % is scaled to controls: 0 for no effect and ±100 for the full control effect
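Purified human 12hLO at 150 nM in 25 mM Hepes, 0.01% Triton X-100, pH 7.0, preincubated 15 min at room temperature with compound. Reaction started with 40 uM arachidonic acid, 30 min at room temperature. Hydroperoxide measured by Fe-xylenol orange, 573/405 nm absorbance ratio.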
APEX1 inh: qHTS Assay for Inhibitors of the Human Apurinic/apyrimidinic Endonuclease 1 (APE1). recombinant APE1, TAMRA/BHQ-2 abasic DNA cleavage fluorescence. Potency, µM (doses to about 65.8 µM), inactives show top-dose activity change, negative = inhibition, actives largely listed as inhibitors. 350,000 compounds, 0.35% hits. AID 2517, 2012;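 also: potency is read from the fitted curve at half-maximal effect; plate controls were vehicle for no effect and reference inhibitor for full effect; nearly all actives have a fitted effect of over 55% in size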
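0.75 nM APE1 + cpd, 15 min RT; start w/ 50 nM TAMRA/BHQ-2 THF-abasic dsDNA; kinetic fluor 525/598 nm ×3 reads @60 s; Δ(read3−read1); normalized to DMSO and NSC13755 control wells.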
POLK inh: qHTS for Inhibitors of Polymerase Kappa. DNA polymerase kappa (Homo sapiens), Q9UBT6. purified Pol kappa, fluorescent DNA synthesis assay, 10 min. Potency, µM (doses to about 107 µM), for the others: at the top dose activity, negative = inhibition, most hits filed as inhibitors. 400,000 compounds, 0.53% hits; also: potency is read from the fitted curve at half-maximal effect; % is scaled to controls: 0 for no effect and ±100 for the full control effect
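Fluorescent qHTS in 1536-well format: enzyme (10 nM) and compound sat 15 min at room temperature before 50 nM substrate (final) was added. Signal taken at 0 and 10 min; no-enzyme buffer wells were negative controls.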
Anesthetic bind: qHTS Assay for Identification of Novel General Anesthetics; apoferritin/1-aminoanthracene competitive binding, fluorescence; Ferritin light chain (Equus caballus), P02791; Potency, µM (top dose mostly 77.5 µM), inactives show at the highest dose activity change, negative = displacement, actives largely listed as inhibitors; 350,000 compounds, 0.074% hits; AID 485281, 2010; also: potency is read from the fitted curve at half-maximal effect; % is scaled to controls: 0 for no effect and ±100 for the full control effect; nearly all actives have a fitted effect of over 20% in size
Target sequence (P02791 2-175 limits assumed): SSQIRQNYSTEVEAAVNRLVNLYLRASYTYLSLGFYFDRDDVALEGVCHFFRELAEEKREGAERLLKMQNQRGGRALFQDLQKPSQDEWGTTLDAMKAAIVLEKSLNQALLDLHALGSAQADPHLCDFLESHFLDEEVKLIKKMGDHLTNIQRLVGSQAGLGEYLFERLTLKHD
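Horse-spleen apoferritin (10 uM) in 50% saturated 1-aminoanthracene in PBS was incubated 10 min at room temperature with compound. Fluorescence (ex 380, em 535 nm) was normalized to free and bound 1-AMA, with concentration-response fitted by a four-parameter Hill equation.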
ERG-DNA inh: qHTS for Small Molecule Inhibitors of the ERG Ets/DNA interaction; Transcriptional regulator ERG (Homo sapiens), P11308; fluorescence polarization, His-ERG Ets domain / labelled DNA; Potency, µM (titrated, usually from 76.9 µM), for the others: at the highest dose FP activity, negative = inhibition, most hits filed as inhibitors; 370,000 compounds, 0.028% hits; active = well fitted inhibition curve with a large enough effect in the polarisation, with a control signal flat; inconclusive = small, poorly fitted or top-dose-only effect, or effect the other way, or a change in a side signal; inactive = no such curve, though single readings can be large or run the other way; the % refers to the polarisation;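 also: polarization taken with two DNA probes labelled with fluorescein and Texas red; potency is read from the fitted curve at half-maximal effect; % of control where 0% means no effect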
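His-tagged ERG Ets domain (1 uM in the protein solution; 300mM KCl, 50mM Tris-HCl, 1mM EDTA, 1mM DTT, pH 7.5) received compound, then a probe mix of 5 nM fluorescein-DNA and 100nM Texas-615-DNA. Fluorescence polarization was read for both dyes.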
* marks the source's active call; other numbers are inactive results; ? = inconclusive; . = no result given; [ ] = dose if it differs, or a comment. Unless noted, calls follow the shape of the dose curve; as a rule, active = well fitted curve in the direction sought with a large enough effect; inconclusive = small, poorly fitted or top-dose-only effect, or another doubt; inactive = no such curve, though single readings can be large; an effect the other way counts as inactive or inconclusive. Some of the compounds tested. The share of hits here may be higher or lower than overall.

No.	SMILES	Pol iota inh	TRHR ag	BLM inh	Pol beta inh	12-LOX inh	APEX1 inh	POLK inh	Anesthetic bind	ERG-DNA inh
1	CCOC(=O)C1CCCN(c2c(NCCC(C)C)c(=O)c2=O)C1 (centres undefined)	23%	0.0	2%	5%	18%	-1%	-10%	-10%	0%
2	O=C(NCC1CCCCC1)c1cc([N+](=O)[O-])ccc1N1CCOCC1	74%[activator]	-0.3	-3%	-2%	-11%	1%	-4%	?	-3%
3	O=C1CSC(=S)N1N=Cc1ccc(Cl)cc1Cl	?	.	.	.	35µM*	.	-24%	.	85%[activator]
4	COc1ccc(Cl)cc1NC(=O)c1cc(C)no1	-5%	0.5	3%	2%	0%	7%	-2%	-7%	0%
5	CCOC(=O)C1=NNC2C(=O)N(Cc3ccccc3)C(=O)C12 (centres undefined)	53%[activator]	0.3	0%	-1%	82%[activator]	-6%	-9%	-3%	0%
6	Cc1cccc(OCC(=O)Nc2ccc3nc(Nc4cccc(C(F)(F)F)c4)cc(C)c3c2)c1	4%	0.8	-3%	-10%	-5%	.	-8%	577%[activator]	0%
7	COc1ccc(Cn2c(=O)[nH]c3cc(C(=O)N4CCN(c5cc(Cl)ccc5C)CC4)ccc3c2=O)cc1	15%	0.1	-5%	19%	-21%	.	5%	-3%	-1%
8	CCCC/C(O)=C1\C(=O)CCCC1=NCCc1c(C)[nH]c2ccc(OC)cc12	-1%	-0.6	-4%	5%	6%	-3%	0%	1%	-11%
9	O=C(O)c1cc(=O)[nH]c2c(Cl)cccc12	-15%	0.2	-3%	0%	-31%	-2%	-12%	-3%	4%
10	CN(C)c1ccc(-c2noc(-c3ccccc3O)n2)cc1	21%	0.4	1%	11%	-1%	-4%	-14%	-5%	7%

No.	SMILES	Pol iota inh	TRHR ag	BLM inh	Pol beta inh	12-LOX inh	APEX1 inh	POLK inh	Anesthetic bind	ERG-DNA inh
11	O=C(Oc1ccccc1C(=O)N1CCOCC1)c1cccc(Br)c1	7%	-0.6	-3%	13%	?	-3%	-4%	-23%	-10%
12	O=C(CCc1nc2ccccc2c(=O)[nH]1)NNC(=O)c1ccc(Cl)cc1	19%	0.8	.	.	-14%	17%	-15%	.	-6%
13	O=C(CCN1C(=O)NC2(CCCC2)C1=O)Nc1cccc(S(=O)(=O)N2CCOCC2)c1	63%[activator]	0.6	.	.	4%	0%	-3%	.	1%
14	O=C(N/N=C/c1c[nH]c2ccccc12)c1cc(Cl)ccc1O	-25%	2.3	-4%	2%	9%	-7%	-17%	2%	18%
15	Cc1onc(C(=O)N2CCN(C(c3ccccc3)c3ccccc3)CC2)c1[N+](=O)[O-]	-6%	-0.3	-6%	-15%	269%[activator]	-5%	1%	-12%	8%
16	Cc1nc(-c2ccc(Cl)cc2)sc1C1(C)CC(c2ccccc2)=NO1 (centres undefined)	-13%	.	.	.	?	.	-16%	.	4%
17	CC1CCCN(c2oc(-c3cccc4ccccc34)nc2C#N)C1 (centres undefined)	22%	-0.3	-3%	3%	1%	-2%	-8%	-4%	7%
18	CC(=O)C1=C(C)NC(SCC(=O)c2ccc(Cl)cc2)=C(C#N)C1CC(C)C (centres undefined)	35%[activator]	0.3	-5%	-20%	-14%	0%	-3%	?	.
19	CC1(C)N=C(c2ccccn2)C(C)(C)N1O	-22%	1.1	-1%	40%	?	23%	-9%	-7%	.
20	CCN1CCN(CCCNC(=O)c2cc3cc4ccc(OC)cc4nc3o2)CC1	9%	-0.7	80%[activator]	8%	.	-3%	-1%	104%[activator]	3%

No.	SMILES	Pol iota inh	TRHR ag	BLM inh	Pol beta inh	12-LOX inh	APEX1 inh	POLK inh	Anesthetic bind	ERG-DNA inh
21	O=C(Cn1c(=O)[nH]c2ccccc2c1=O)Nc1ccc2c(c1)OCCO2	?	0.6	1%	19%	-24%	0%	-4%	-2%	-7%
22	Cn1c(N)c(S(=O)(=O)NCc2ccccc2Cl)c(=O)n(C)c1=O	?	0.4	-5%	-2%	1%	-3%	-5%	-3%	0%
23	Cc1c(C)n(-c2ccccc2)c2ncnc(NCCN(C)C)c12	33%[activator]	-0.2	-7%	25%	0%	-6%	-9%	6%	9%
24	CCN(CC)c1ccc(/C=C(\C#N)C(=O)NCc2ccco2)cc1	.	27	0%	19%	-8%	4%	.	-6%	.
25	CCOC(=O)C(=O)/C(=C\N(C)C)c1onc(-c2ccccc2Cl)c1C(=O)OC	5%	0.4	-2%	-14%	?	2%	-3%	2%	4%
26	COc1ccc(S(=O)(=O)n2cnc(C)c2)cc1	52%[activator]	-0.9	3%	23%	0%	6%	-3%	-5%	0%
27	CCC(CC)NC(=O)/C=C/c1cccc([N+](=O)[O-])c1	-3%	-0.2	1%	4%	12%	-4%	-7%	-6%	0%
28	CC(C)n1nnnc1SCC(=O)NCc1ccc2c(c1)OCO2	16%	-0.5	-2%	15%	-14%	-3%	-7%	-6%	7%
29	CN(C(=O)CSc1nnc(-c2ccco2)n1Cc1ccccc1)C1CCS(=O)(=O)C1 (centres undefined)	0%	0.3	.	.	-6%	9%	-2%	.	2%
30	Cc1cc(C)cc(NCC(=O)Nc2c(C)cccc2C)c1	26%	-1.3	-1%	-20%	-9%	-2%	3%	2%	-6%

No.	SMILES	Pol iota inh	TRHR ag	BLM inh	Pol beta inh	12-LOX inh	APEX1 inh	POLK inh	Anesthetic bind	ERG-DNA inh
31	COc1cc(-c2noc(C)c2C(=O)NCCCN2CCOCC2)cc(OC)c1OC	8%	.	.	.	-9%	-6%	-8%	.	5%
32	COC(=O)c1ccc(CNC(=O)Cn2cnc(C(=O)Nc3ccc(C)c(C)c3)n2)cc1	26%	.	.	.	2%	-1%	-11%	.	-8%
33	CC1(C)CC(=O)C(C2C3=C(CC(C)(C)CC3=O)Oc3ccc4ccccc4c32)C(=O)C1 (centres undefined)	20%	-0.1	1%	-3%	-17%	16%	-15%	-3%	0%
34	Cc1ccc2cc(C)c(N3CCC(C)CC3)nc2c1	5%	-0.1	2%	6%	1%	?	2%	0%	-13%
35	CSc1cccc(NS(=O)(=O)c2ccc3c(c2)oc(=O)n3C)c1	-11%	0.0	-5%	49%	440%[activator]	-4%	-12%	-12%	2%
36	CCCCNC(=O)c1ccc2c(c1)NC(=O)C(CS(=O)(=O)Cc1ccc(F)cc1Cl)N2 (centres undefined)	3%	-1.1	-6%	0%	?	.	-8%	-15%	9%
37	CCOc1ccc(N)cc1OC	109%[activator]	0.4	-14%	1%	2%	-4%	-29%	-5%	-7%
38	CCC(C)NC(=O)CSc1nc2c(sc3ccccc32)c(=O)n1Cc1ccccc1Cl (centres undefined)	43%[activator]	-0.1	2%	11%	-14%	.	-2%[60.1 µM]	4%	0%
39	COc1ccc(N2CC(C(=O)N[C@@H](C)C(=O)NCCc3ccccc3)CC2=O)cc1 (some centres undefined)	8%	0.0	-4%	4%	10%	-2%	3%	2%	-2%
40	CS/C(=N/S(=O)(=O)c1ccc(C)cc1)c1ccccc1	80%[activator]	0.3	-5%	-17%	-43%	4%	-17%	0%	3%

Exported in transposed form: two of the compounds above
(37) CCOc1ccc(N)cc1OC
(38) CCC(C)NC(=O)CSc1nc2c(sc3ccccc32)c(=O)n1Cc1ccccc1Cl (centres undefined)

compound no.	37	38
Pol iota inh	109%[activator]	43%[activator]
TRHR ag	0.4	-0.1
BLM inh	-14%	2%
Pol beta inh	1%	11%
12-LOX inh	2%	-14%
APEX1 inh	-4%	.
POLK inh	-29%	-2%[60.1 µM]
Anesthetic bind	-5%	4%
ERG-DNA inh	-7%	0%

(further entries)
No.	SMILES	Pol iota inh	TRHR ag	BLM inh	Pol beta inh	12-LOX inh	APEX1 inh	POLK inh	Anesthetic bind	ERG-DNA inh
41	c1ccc(Cn2c[n+](Cc3ccccc3)c3ccccc32)cc1	?	0.1	-5%	22%	44%[activator]	69%[activator]	9%	-10%	-2%
42	O=C(CSc1ncnc2c1nnn2Cc1ccc(F)cc1)NCC1CCCO1 (centres undefined)	19%	-0.2	-10%	30%	-13%	21%	-13%	-9%	4%
43	O=[n+]1c2c(n([O-])c3c1CCCC3)CCCC2	-18%	0.4	2%	1%	0%	0%	-11%	11%	-1%
44	COC(=O)c1ccc(Oc2nc(N(C)C)nc(N3CCOCC3)n2)cc1	-15%	-0.3	1%	-5%	1%	-5%	7%	-9%	1%
45	Cc1ccc(N(C(=O)c2sc(C)nc2C)C(C(=O)NCc2ccco2)c2ccccc2)cc1 (centres undefined)	15%	-0.4	-2%	3%	-7%	9%	-12%	8%	.
46	Cc1nnc(SC(C)C(=O)Nc2c(C)n(C)n(-c3ccccc3)c2=O)n1N (centres undefined)	40%[activator]	0.6	-6%	35%[activator]	-17%	23%	-22%	2%	1%
47	COc1ccc2[nH]c(C(=O)Nc3ccccc3Cl)cc2c1	?	-0.1	-1%	21%	-2%	3%	-21%	1%	19%
48	O=C(CSCc1ccccc1)N1CCN(C(=O)c2ccco2)CC1	-38%	-0.2	3%	-4%	?	?	-4%	1%	.

Screens: PubChem BioAssay, National Center for Advancing Translational Sciences (NCATS)
